Source: PubChem BioAssay
OPRM1-OPRD1 inv: inverse agonist of human OPRM1-OPRD1 heterodimerization; cell-based MOR-DOR heterodimer luminescence, inverse agonism; inhibition, % at 9.3 µM; actives 0.21% (n = 340,000); P35372+P41143; AID 504357; in the data active = inhibition above about 22%, passing the limit was not always enough;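 note: 0% = cells with DMSO and 100% = wells without cells with DMSO; values of inactives mirror those of a sister screen read the other way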
V-ATPase pH: alters yeast V-ATPase proton transport. S. cerevisiae, pHLuorin cytosolic pH fluorescence. response, % at 10 µM. actives 0.37% (n = 350,000). AID 504577; in the data active = response mostly above about 7.3%, no sharp cut-off; inactive = mostly below about 5.4%; note: actives read high; inactives centre near 0; some compounds called inactive have numbers as strong as hits; reference of the scale not given here
cardiac RTF act: increases calcium sensitivity of human cardiac regulated thin filaments; P19429+P45379; IANBD-labeled TnC RTF fluorescence at EC20 calcium; 0% EC20 calcium, 100% full calcium; activation, % at 7.2 µM; actives 0.24% (n = 340,000); AID 493008;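 active = activation above the mean over all tested compounds plus 3 SD, cut at about 30% in these data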;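 note: rise in fluorescence read as greater calcium sensitivity of cardiac thin filaments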
Wnt bcat act: Wnt/beta-catenin pathway activation | Wnt/beta-catenin reporter cell assay, activator, plate reader | AID 743398 | activation, % at 9.35 µM | actives 1.2% (n = 300,000); in the data active = activation above about 30%, passing the limit was not always enough;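 note: 0% = neutral control wells and 100% = positive control wells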
OPRM1-OPRD1 ag: agonists of human mu-delta opioid receptor heterodimerization; actives 0.3% (n = 340,000); activation, % at 9.3 µM; AID 504326; P35372+P41143; cells, OPRM1-OPRD1 heterodimerization, luminescence; in the data active = activation above about 18%;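 note: 0% = vehicle-treated cells and 100% = reference agonist; values of inactives mirror those of a sister screen read the other way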
LANA DNA inh: KSHV C-LANA DNA binding inhibition | inhibition, % at 9 µM | AID 504423 | actives 0.078% (n = 340,000) | MBP-C-LANA/FAM-LBS DNA binding, fluorescence polarization;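 active = highest replicate inhibition at or above 60% at 9 µM, even if other replicates fall short; inactive = all replicates below 60% inhibition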;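 note: 0% = neutral control wells and 100% = 4 µM acridine orange control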
Arr AP2 block: inhibitors of human beta-arrestin and AP2 interaction | FITC-arrestin peptide / GST-AP2 beads, flow cytometry; AP2 beta2 appendage carries R879A mutation | inhibition, % at 10 µM | actives 0.31% (n = 340,000);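 active = inhibition above a set limit, near 3 SD of compounds lacking own fluorescence, cut at about 54% in these data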;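 note: plate controls were DMSO wells for no effect and 5 µM unlabelled arrestin peptide for full effect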
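system = GST-tagged AP2 beta2-adaptin appendage (R879A) on 4 µm glutathione beads | reagent = FITC-labelled arrestin peptide probe, 50 nM final | schedule = compound with beads 12 min RT, then probe 1 h RT | signal = HyperCyt-sampled flow cytometry, FL1 channel, ex 488/em 535 nm | read-out = percent response from loss of bead-bound FITC fluorescence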
Keap1 Nrf2 FP: Keap1-Nrf2 (human) interaction inhibition; Keap1 Kelch-Nrf2 peptide fluorescence polarization, 1536-well; inhibition, % at 9.4 µM; actives 0.15% (n = 340,000); AID 504523; in the data active = inhibition above about 12%;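 note: human Keap1 Kelch domain with fluorescein labeled Nrf2 9mer peptide probe; 0% = neutral control wells and 100% = peptide positive control; higher means more block of Keap1 binding to Nrf2 peptide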
DSG3 Ab inh: blocks pemphigus antibody binding to human desmoglein-3; P32926; DSG3-coupled beads, scFv-anti-DSG3-GFP binding, flow cytometry; hits give low values; binding (percent of control), % at 10 µM; actives 0.48% (n = 310,000); AID 588358;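 active = binding more than 3 SD below its plate's average and above zero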;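 note: hits lower antibody fragment binding to DSG3; some compounds called inactive have numbers as strong as hits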
Target sequence (P32926 whole entry, looked up, the tested form may be a part): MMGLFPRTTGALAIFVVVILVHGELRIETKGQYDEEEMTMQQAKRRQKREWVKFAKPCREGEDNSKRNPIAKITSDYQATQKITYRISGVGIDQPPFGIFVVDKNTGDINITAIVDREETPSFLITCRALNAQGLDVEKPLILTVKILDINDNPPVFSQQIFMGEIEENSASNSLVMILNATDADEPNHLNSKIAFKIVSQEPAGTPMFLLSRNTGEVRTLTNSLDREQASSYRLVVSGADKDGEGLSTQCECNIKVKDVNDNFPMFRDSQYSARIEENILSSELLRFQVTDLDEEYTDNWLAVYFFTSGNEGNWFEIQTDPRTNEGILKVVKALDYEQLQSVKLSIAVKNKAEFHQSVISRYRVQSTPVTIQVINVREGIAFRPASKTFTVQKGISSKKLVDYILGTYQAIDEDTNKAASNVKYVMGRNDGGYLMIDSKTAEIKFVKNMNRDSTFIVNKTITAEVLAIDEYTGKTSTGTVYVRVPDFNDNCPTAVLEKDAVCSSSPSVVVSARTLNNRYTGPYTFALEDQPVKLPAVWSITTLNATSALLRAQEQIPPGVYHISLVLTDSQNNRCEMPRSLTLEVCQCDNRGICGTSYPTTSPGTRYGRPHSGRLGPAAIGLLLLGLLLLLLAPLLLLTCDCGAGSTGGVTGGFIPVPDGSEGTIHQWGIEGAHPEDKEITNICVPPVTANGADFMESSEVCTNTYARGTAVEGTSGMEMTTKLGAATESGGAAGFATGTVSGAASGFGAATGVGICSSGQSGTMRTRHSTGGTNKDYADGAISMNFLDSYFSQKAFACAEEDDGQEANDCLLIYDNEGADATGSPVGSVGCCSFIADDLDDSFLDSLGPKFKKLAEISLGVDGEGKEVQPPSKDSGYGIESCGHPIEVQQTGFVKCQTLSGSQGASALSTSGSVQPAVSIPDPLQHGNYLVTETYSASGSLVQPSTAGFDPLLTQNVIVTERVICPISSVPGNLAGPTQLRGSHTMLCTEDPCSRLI
Cardiac RTF inh: cardiac RTF calcium desensitization; AID 493244; actives 0.12% (n = 340,000); P19429+P45379; IANBD-labeled cardiac RTF, Ca2+ fluorescence; inhibition, % at 7.15 µM;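 active = inhibition above the mean inhibition of all tested compounds plus 3 SD, cut at about 17% in these data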;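 note: assay run at fixed EC70 calcium of 1.6 mM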
An asterisk follows results filed as active; · = no result given.

SMILES	OPRM1-OPRD1 inv	V-ATPase pH	cardiac RTF act	Wnt bcat act	OPRM1-OPRD1 ag	LANA DNA inh	Arr AP2 block	Keap1 Nrf2 FP	DSG3 Ab inh	Cardiac RTF inh
CC(C)C[C@@H](CO)N1CCN(CCc2ccccc2)CCC1=O	-9	11	13	0	1.6	0.6	17	-3	105	0
CCN(CC)C(=O)COc1cc(C)c(Cl)c(C)c1	13	-2	7	·	-2.2	-0.7	-3	0	103	0
CCN(CC)C(=O)C1CCN(S(=O)(=O)c2ccc(-n3cnnn3)cc2)CC1	10	1	2	-5	-2.0	-2.3	-5	-3	102	-7
CCOC(=O)Cn1c(=O)oc2cc(S(=O)(=O)N3CCn4c3nc3ccccc34)ccc21	·	1	-1	-1	·	2.1	-2	-10	89	-11
CC(=O)c1ccc(OCC(O)Cn2nnc3ccccc32)cc1 (centres undefined)	-3	-1	0	-2	0.6	-0.3	10	-2	108	8
Oc1c(Br)cc(Br)cc1CNc1ccccn1	-17	3	-7	2	3.1	-0.6	-19	4	95	4
CCCCN(CC)c1nc(-c2ccncc2)nc2ccccc12	-5	-1	-6	·	0.8	-0.2	24	2	107	1
O=C(CSC1=NC(=O)C(c2ccccc2)C(=O)N1)Nc1ccccc1[N+](=O)[O-] (centres undefined)	12	-2	0	5	-2.6	1.0	-17	1	96	-4
COc1ccccc1N(CC(N)=O)S(=O)(=O)c1ccc(C)cc1	17	0	11	·	-2.9	0.7	5	-5	96	-4
COc1cccc(/C=C/C(=O)OCC(=O)Nc2ccc3[nH]c(=O)[nH]c3c2)c1OC	9	-2	-2	-2	-1.7	-2.9	5	4	114	1
COc1ccc(OC)c(S(=O)(=O)N2c3ccccc3CC2C)c1 (centres undefined)	13	1	0	4	-2.8	-1.2	12	-1	·	-10
CC(C)(C)OC(=O)N1CCC(C(N)=O)CC1	10	10	6	-1	-1.8	1.1	3	-8	103	-4
Cc1cc(C)n(-c2ccc(C(=O)Nc3nnc(C)s3)cc2)n1	11	-3	-1	·	-2.0	-1.5	-9	-2	81	0
COc1ccc(C)cc1NC(=O)COC(=O)C1COc2ccccc2O1 (centres undefined)	5	-2	0	1	-1.2	-2.2	34	2	97	-5
CC(=O)Nc1ccc(S(=O)(=O)NCc2ccc(C(=O)NCCCN3CCC(C)CC3)cc2)cc1	8	-2	1	0	-1.5	2.0	0	2	104	0
Nc1nc(SCc2ccccc2)n[nH]1	1	-2	5	-2	-0.1	-0.8	-3	-2	110	-1
CC(=O)Nc1ccc(S(=O)(=O)N2CCN(Cc3cccc([N+](=O)[O-])c3)CC2)cc1	·	-4	·	-2	·	-0.5	-6	-4	112	·
Cc1c(C(=O)NCc2cccs2)oc2ccc(Br)cc12	-30	1	-1	·	5.8	2.0	26	0	92	-2
Cc1ccc(N(CC(=O)Nc2ccc(-c3nc4ccc(C)cc4s3)cc2)S(C)(=O)=O)cc1	-1	0	0	-1	0.1	6.4	-6	1	105	-5
O=C1c2ccccc2C(=O)N1CN(C(=O)COc1ccccc1)c1ccccc1	-8	5	5	·	1.4	0.3	2	-4	86	-19
CCCCNC(=O)O[C@@H]1C[C@H]2CCC(=O)N3CC[C@@H](C1)[C@@H]23	9	1	1	-2	-1.6	2.2	-2	-1	102	-1
COc1ccc(C(=O)Nc2ncccc2C)cc1S(=O)(=O)N1CCOCC1	11	1	0	-4	-1.7	0.5	-12	0	96	-9
Cc1ccc(NC(=O)CSc2ccccc2)cc1S(=O)(=O)N1CCCCC1	1	-3	-2	-4	-0.2	-0.1	37	2	103	-6
CC1(c2nnc(-c3cccc(Cl)c3)o2)CC(c2ccc(F)cc2)=NO1 (centres undefined)	-5	-5	-2	11	0.8	1.5	-9	-4	112	-1
Cn1c(N)c(C(=O)COC(=O)c2cnc(Cl)c(Cl)c2)c(=O)n(C)c1=O	0	-2	2	0	0.0	-0.2	-5	-3	92	-12
CCCCNc1cc(NC(C)=O)cc2cc(OC)c(OC)cc12	-25	-4	-9	·	4.2	2.5	9	0	112	-5
C/C(=N/NC(=O)C(O)(c1ccccc1)c1ccccc1)c1ccc([N+](=O)[O-])o1	-15	1	2	-1	2.9	-0.1	12	1	94	-3
C=CCn1c(SCC(=O)Nc2ccc(F)cc2F)nnc1-c1cnccn1	23	2	-5	0	-4.5	2.7	-4	0	·	-3
CCCn1nc(CC(=O)O)c2ccccc2c1=O	12	0	-2	·	-3.0	-1.1	-3	0	109	-3
C/C(=N\Nc1ccc([N+](=O)[O-])cc1)c1ccc(N2CCOCC2)cc1	-3	11	9	-3	0.5	1.3	1	-4	98	2
COC(=O)c1sccc1N(C)S(C)(=O)=O	17	0	-3	-1	-3.4	0.1	8	2	120	-5
O=C(COc1ccc(Br)cc1)N/N=C1/SCC(=O)N1Cc1ccccc1	9	1	3	·	-1.7	2.0	4	0	92	-2
O=c1cc(CSc2nnc(NC3CCCCC3)s2)nc2sccn12	19	2	0	-1	-4.0	-0.8	5	-2	111	6
COc1ccc(CC(=O)N2CCN(c3ccccn3)CC2)cc1OC	4	6	-2	·	-0.7	2.3	22	1	·	-15
Cc1nc2ccc(NC(=O)c3ccc(Cl)c(S(=O)(=O)N(C)c4ccccc4)c3)cc2s1	-4	-8	-7	-15	0.9	3.3	20	-39	83	-13
Cc1noc(C)c1COC(=O)c1ccc2c(c1)OCCO2	2	-5	-1	3	-0.4	2.4	18	1	72	2
Cc1cc(F)ccc1NCC(=O)Nc1ccc(Br)cc1C	-8	4	6	·	1.8	0.3	10	-3	111	-3
O=C(CNC(=O)c1ccc(Cl)cc1)OCCN1C(=O)c2ccccc2C1=O	8	2	-1	-4	-2.1	-1.2	-2	3	107	-10
Cc1ccnc(NC(=O)CCC(=O)c2cccs2)c1	23	-6	2	1	-4.5	0.9	0	3	98	-5
Nc1c(Cl)c(Cl)nc(C(=O)OCC(=O)N2CCCC2=O)c1Cl	16	1	5	-1	-3.1	1.9	2	2	98	-15

The last two records of the section before come first, to join the parts:
SMILES	OPRM1-OPRD1 inv	V-ATPase pH	cardiac RTF act	Wnt bcat act	OPRM1-OPRD1 ag	LANA DNA inh	Arr AP2 block	Keap1 Nrf2 FP	DSG3 Ab inh	Cardiac RTF inh
Cc1ccnc(NC(=O)CCC(=O)c2cccs2)c1	23	-6	2	1	-4.5	0.9	0	3	98	-5
Nc1c(Cl)c(Cl)nc(C(=O)OCC(=O)N2CCCC2=O)c1Cl	16	1	5	-1	-3.1	1.9	2	2	98	-15
O=C(Nc1ccccc1)[C@@H]1CC=C[C@@H]2CCN(Cc3ccc(Cl)c(Cl)c3)C(=O)[C@@H]21	9	3	0	-3	-1.6	3.6	3	-3	104	5
COc1cc(C(=O)OCC(=O)Nc2ccc(OC(F)F)cc2)cc(OC)c1OC	-3	2	1	-3	0.6	-0.8	3	0	99	-18
Cc1cccc(N2CCCC2=Nc2ccc(Br)cc2C#N)c1	-8	1	-1	-4	1.5	-0.5	1	1	85	-7
O=C(CN1C(=O)COc2ccc(S(=O)(=O)N3CCCCC3)cc21)NCc1ccc(F)cc1	7	2	4	-1	-1.5	-1.3	0	0	103	7
COc1cc(NC(=S)NCCc2ccccc2)c(OC)cc1NC(=O)CC(C)C	-5	-1	3	-1	0.9	-1.1	4	-5	102	4
O=[N+]([O-])c1ccc(/C=C/c2ccc3cccc([N+](=O)[O-])c3n2)cc1	-26	-1	6	·	5.0	-0.7	8	-5	90	-9
O=C(Cn1nnc(-c2ccc3c(c2)OCO3)n1)Nc1ccccc1C(=O)O	8	0	2	6	-1.6	-1.0	-21	-4	104	-1
COc1ccc(CNC(=O)CCNS(=O)(=O)c2ccc3c(c2)oc(=O)n3C)cc1	5	0	-4	·	-1.0	0.1	7	-4	115	-6
CCOc1ccc(NCc2cccn2-c2nnc(N3CCC(C(=O)NCCCN4CCCCC4)CC3)s2)cc1	13	4	-5	0	-2.5	-0.9	2	-4	107	2
COc1cc(/C=N\NC(=O)Cn2nnc3ccccc32)cc(OC)c1OC	4	0	1	·	-0.8	2.4	21	-1	102	-7
Cn1nc(-c2ccc(Cl)cc2)c2cc(C(=O)N3CCOCC3)sc21	17	3	2	-2	-3.3	-1.3	22	-3	110	1
CC1CC2(NC(=O)NC2=O)C(C)CN1C (centres undefined)	8	-3	-2	-4	-1.5	0.6	16	-1	115	7
CC(C)C[C@H](NC(=O)c1[nH]cnc1C(=O)Nc1ccc(CNC(=O)OC(C)(C)C)cc1)C(=O)OCc1ccccc1	-45	-2	0	-7	8.2	1.7	-3	-4	94	-9
COc1cc(SC)ccc1C(=O)N1CCCCCC1	4	2	-3	10	-0.7	-0.6	-1	-6	100	-18
CCOC(=O)c1cc(-c2ccccc2)n(CC(=O)N2CCCC2)c1C	13	-1	-5	·	-2.9	-0.3	-2	-6	98	1
COC(=O)C1(Cc2ccc(O)cc2)OC(=O)C(O)=C1c1ccc(O)cc1 (centres undefined)	14	-1	4	1	-2.7	14	8	0	·	-2
O=C1c2cccnc2C(=O)N1Cc1ccc(S(=O)(=O)N2CCN(c3ccccc3)CC2)cc1	-10	5	-3	-1	2.0	-2.3	40	-5	98	-4
Cn1cc(-c2cccc(C(F)(F)F)c2)cc(C#N)c1=O	3	0	1	26	-0.6	-1.1	8	-7	96	-15
COc1cc(NC(=O)CN2C(=O)NC(C)(c3ccc(OC(F)F)cc3)C2=O)cc(OC)c1OC (centres undefined)	-12	-1	-6	-2	1.5	-0.3	17	0	115	-16
O=C(COC(=O)COc1ccccc1F)Nc1cccc(S(=O)(=O)N2CCCCC2)c1	20	5	-3	9	-5.0	0.0	21	0	·	-1
Cc1ccc(OCC(=O)N2CCCCC2)c(Br)c1	-7	5	2	·	1.3	0.9	11	-3	98	-9
CN1CCCc2cc(C=O)ccc21	7	-5	0	-2	-1.4	-2.4	21	-2	101	-16
CC(=O)Nc1ccccc1C(=O)N1CC(C)OC(C)C1 (centres undefined)	10	5	-3	0	-2.1	-3.0	19	1	114	-5
CCN(CC(O)c1cccc(O)c1)C(=O)C12CC3CC(CC(C3)C1)C2 (centres undefined)	-24	-1	8	0	4.7	-5.0	7	-3	107	-13
CCOC(=O)c1ccccc1NC(=S)N1CCC(C)CC1	6	-1	0	·	-1.2	0.1	1	-2	97	6
CCCn1cc([C@@H]2C[C@H]3CN(Cc4cccc(Cl)c4)C(=O)[C@]34CCCN24)c(C)n1	13	1	-1	-3	-2.5	-1.3	8	-1	102	0
CSc1nc2c(c(=O)[nH]1)C(c1ccc(C(F)(F)F)cc1)CC(=O)N2 (centres undefined)	15	2	-1	0	-2.6	0.8	4	-4	104	-1
CCNC(=O)CC1C(=O)N(c2ccc(F)cc2)C(=O)N1CCC(C)C (centres undefined)	3	0	4	·	-0.6	-2.1	7	-1	112	-5
C=C(C)CSc1nc2c(c(=O)[nH]c(=O)n2C)n1Cc1ccccc1	-3	2	-3	-1	0.6	-0.3	-19	-4	101	-8
